Compound activity: PubChem BioAssay, National Center for Advancing Translational Sciences (NCATS)
Lipid storage S3 – qHTS Assay for Lipid Storage Modulators in Drosophila S3 Cells. lipid storage change, negative = inhibition, % at the top dose, mostly 46.1 µM; hits show Potency in µM. Drosophila S3 cells, BODIPY lipid droplet fluorescence, 18-24 h; cells fed with added oleic acid. actives 0.64% (n = 320,000); active = well fitted inhibition curve with a large enough effect in the signal ratio, with a control signal flat, not every such curve was filed as active; inconclusive = small, poorly fitted or top-dose-only effect, or effect the other way, or a change in a side signal; the % refers to the signal ratio
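Drosophila S3 cells got compounds at several concentrations plus oleic acid (400 uM solution). Laser-scanning cytometry with 488 nm excitation read lipid droplets at 500-530 nm and cells at 575-640 nm. Percent activity was relative to 20 uM Triacsin C.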
Lipid storage S3 cell count max – further read-out of Lipid storage S3, marked with its call; cell number change, %; measured here: cell count max response;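 cells counted by Cell Tracker Red CMTPX staining in the red channel; peak over a dose series mostly up to 46.1 µM; percent activity relative to internal control wells on each plate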
* = called active by the depositor; i = inactive; ? = inconclusive; . = no result given; [ ] = remark or other dose. % is set by controls: 0 for no effect and ±100 for the full control effect; potency is the fitted concentration of half-maximal effect. This is a subset. The share of hits here may be higher or lower than overall.

SMILES	Lipid storage S3	Lipid storage S3 cell count max
O=C1NC(Nc2nc3ccccc3s2)(C(F)(F)F)C(=O)N1C1CCCCC1 (stereo not given)	?	.
Cc1cc(-c2ccccc2)nc(N/N=C/c2ccccc2)n1	-7%	17
CC1CCc2c(sc3ncnc(SCC(=O)Nc4ccc(C(=O)O)cc4)c23)C1 (stereo not given)	?	.
CN(C)/C=C1\N=C(c2ccc3c(c2)OCO3)OC1=O	6%	-9
N#Cc1cccc(CN2CCC(=O)N([C@H](CO)Cc3ccccc3)CC2)c1	i	6
O=C(O)CCCCCN=C1CCc2ccccc2N1	?	.
O=C1c2ccccc2C(=O)N1CCc1nc(-c2ccccn2)no1	18%	-12
Cc1ccc2cc(CN(CC3CCCO3)S(=O)(=O)c3c(C)ccc4nsnc34)c(=O)[nH]c2c1 (stereo not given)	?	.
COc1ccc(/C=C/c2nc3cc(-c4ccccc4)ccc3o2)cc1O	?	.
CCCn1c(=O)[nH]c(=O)c2c1nc(-c1ccc(OC(F)(F)C(F)C(F)(F)F)cc1)n2CCOC (stereo not given)	?	.
O=C(NCc1cccnc1)C1CCC(CNS(=O)(=O)c2ccc(Cl)cc2)CC1 (stereo not given)	?	.
CC1CCN(C(C)C(=O)Nc2ccc(S(=O)(=O)N3CCCC3)cc2)CC1 (stereo not given)	?	.
O=C(CNC(=O)c1ccc(Br)o1)NCc1ccc2c(c1)OCO2	?	.
O=C(C(=O)N1CC=C(c2ccccc2)CC1)c1c[nH]c2ccccc12	?	.
CCCCSc1nnc(NC(=O)CCc2ccccc2)s1	i	.
O=C(CCSc1ccc(Br)cc1)c1ccc(O)cc1	-1%	-13
CCN1CCN(c2nc(Nc3ccc(OC)cc3)nc(N)c2[N+](=O)[O-])CC1	4%	12
CCCCNc1cc(=O)n(C)c(=O)[nH]1	-9%	7
O=S(=O)(Nc1ccc(-c2nc3cccnc3s2)cc1)c1cccs1	i	.
CCC(=O)NNc1cccc(Cl)n1	?	.
COc1cccc(Nc2nnc(SCN3C(=O)c4ccccc4C3=O)s2)c1	17%	4
CCOC(=O)c1c(NC(=O)/C=C\C(=O)O)sc(C)c1-c1ccccc1	?	.
COc1ccc(N(CC(=O)Nc2cccc([N+](=O)[O-])c2C)S(C)(=O)=O)cc1OC	11%	13
CC1=C([N+](=O)[O-])C(c2ccccc2)NC(=O)N1 (stereo not given)	28%	-7
CC(=O)Nc1cccc(-c2csc(Nc3ccc(C)cn3)n2)c1	-3%	-15
CC1=[N+]([O-])C(C)(C)C(c2ccc(Br)cc2)=[N+]1[O-]	?	.
COc1ccc(S(=O)(=O)N2CCCCC2)cc1NC(=O)CN(C)C1CCCCC1	?	.
O=C(COc1ccc(S(=O)(=O)N2CCCCC2)cc1)N1CCCCCC1	?	.
CCCc1[nH]nc2c1C(c1ccccc1OC)C(C#N)=C(N)O2 (stereo not given)	i	3
COc1ccc(NS(=O)(=O)c2cc(NC(=O)c3ccc(C)s3)ccc2N2CCOCC2)cc1	0%	-1
CCC(=O)N1CCN(c2ccc(Cl)cc2NC(=O)c2cccc([N+](=O)[O-])c2)CC1	?	.
COc1ccc(Br)c(C(=O)Nn2c(C)nc3ccccc3c2=O)c1	1%	-1
O=C1c2ccccc2C(Nc2ccccc2)N1c1cccnc1 (stereo not given)	?	.
COc1ccc(N2CCN(C(=O)c3ccc4nc(N5CCCCC5)sc4c3)CC2)cc1	i	.
COc1ccc(C(=O)OCCc2cc3ccccc3c(=O)o2)cc1	?	.
FC(F)Oc1ccc(NC(=S)NCC2COc3ccccc3O2)cc1 (stereo not given)	?	.
Nc1ccc(S(=O)(=O)Nc2ccccn2)cc1	?	.
O=C(CSc1nc(O)c(-c2ccccc2)c(=O)[nH]1)N1CCOCC1	?	.
CCN1CCN(C(=O)c2ccc(COc3cccc(Cl)c3)o2)CC1	?	.
CCCCCc1c(O)nc(SCCN(CC)CC)[nH]c1=O	?	.
CCN(CC1CCCO1)C(=O)CCc1nnc(CCc2ccccc2OC)o1 (stereo not given)	?	.
Cc1ccccc1NC(=O)CON=C(N)c1ccccc1	6%	-21
Cn1cc(S(=O)(=O)N2CCN(c3cccc(C(F)(F)F)c3)CC2)c(=O)n(C)c1=O	-5%[9.22 µM]	.
O=C(CCOc1ccccc1)Nc1ccc(Cl)c(S(=O)(=O)N2CCOCC2)c1	?	.
COc1ccc2c(c1)O[C@@H](c1cccc(C(F)(F)F)c1)[C@H](OC(=O)Nc1ccc(OC(F)F)cc1)C2=O	?	.
CCC(=O)N1CCc2cc(Br)cc(S(=O)(=O)NCc3ccccc3OC)c21	?	.
CCCn1c(N)c(NCCN2CCOCC2)c(=O)n(CC(=O)NCc2ccccc2)c1=O	?	.
COc1ccc(CCC(=O)Nc2nc3ccccc3[nH]2)cc1OC	?	.
CCN1CCN(CCC(=O)Nc2ccc(Br)cc2)CC1	?	.
Cc1ccc(NC(=O)CN2C(=O)S/C(=C/c3ccncc3)C2=O)cc1	?	.
CCCCOC(=O)CCc1c(C)n[nH]c1C	18%	-4
COc1ccc2c(c1)CCc1c(C(=O)N(C)c3ccccc3)noc1-2	5%	-1
Cc1oc2ccc(OC(C(=O)O)c3ccccc3)cc2c1C(=O)O (stereo not given)	?	.
Cc1ccc(NC2=CC(=O)CCC2)cc1C	?	.
COc1ccc(CCNC(=O)c2ccc(CS(=O)(=O)c3ccc(Br)cc3)o2)cc1OC	?	.
Cc1cc(C)c(OCC(=O)OCC(=O)NCc2cccs2)c(C)c1	-2%	0
O=C(NCc1ccccc1)c1noc2c1CCCCC2	?	.
COc1ccc(-c2nc(C#N)c(N3CCCCCC3)o2)cc1OC	?	.
O=C(/C=C/c1cccc([N+](=O)[O-])c1)OCC(=O)N1CCOCC1	-16%	13
COCCCN1CC23C=CC(O2)C(C(=O)O)C3C1=O (stereo not given)	11%[9.22 µM]	27
The results go on.
SMILES	Lipid storage S3	Lipid storage S3 cell count max
Cc1cc(OCC(=O)NCc2ccncc2)ccc1Cl	?	.
CCOc1ccccc1C(=O)N(C)CC(=O)Nc1ccc(OC)cc1	?	.
Cc1ccc(-n2nc3cc(C)c(N)cc3n2)cc1	?	.
CCOc1c(C)cc(S(=O)(=O)NCc2cccnc2)c(C)c1C	-13%	-7
Cc1cccc(N(CC(N)=O)C2SC(=O)NC2=O)c1 (stereo not given)	0%	9
CCOc1ccc(NC(=O)COC(=O)c2c(OC)cccc2OC)cc1	?	.
CCOc1ccc(-c2n[nH]c(=S)c3ccccc23)cc1	?	.
CCOC(=O)c1cnc(SCC(=O)N2CCc3ccccc32)nc1N	?	.
CCCN(CCC)CCSc1nc(O)c(C(C)C)c(=O)[nH]1	6%	-10
CCOC(=O)c1c(C)[nH]c(C)c1C(=O)COC(=O)c1ccc(OC)cc1	?	.
CCC1CCCCN1CCCCOc1cccc(Cl)c1 (stereo not given)	-1%	14
CCc1c(C)sc(NC(=O)Cn2nc(C(F)(F)F)c3c2CCCC3)c1C#N	?	.
N#Cc1cc2c(=O)n3ccccc3nc2n(CCN2CCOCC2)c1=O	?	.
CCCCc1nc2cc(C(=O)N3CCN(c4nc(C)cnc4C)CC3)ccc2o1	i	-25
CCO[C@H]1OC(C(=O)N2CCOCC2)=C[C@@H](C2CC2)[C@@H]1CCCO	-8%	3
FC(F)(F)c1ccccc1CNCc1ccncc1	?	.
Cc1cc(SCc2ccc(Cl)cc2Cl)nc(=O)[nH]1	?	.
O=c1[nH]cc(N2CCCCCC2)c(=O)[nH]1	?	.
CC(=O)N1CC[n+]2c(-c3ccc(Cl)cc3Cl)csc21	0%	-3
CC(=O)Nc1ccc(NC(=O)CS(=O)(=O)Cc2ccccc2)cc1	?	.
CCOc1cc(NC(=O)c2ccco2)c(OCC)cc1NC(=O)CCc1ccc(OC)cc1	?	.
CCCCC(=O)Nc1cccc(NC(=O)c2cccnc2Cl)c1	?	.
COc1ccc(-c2noc(CCC(=O)NCCCN3CCC(C)CC3)n2)cc1	?	.
Cc1onc(-c2ccccc2)c1C(=O)NCC1CCCO1 (stereo not given)	i	-13
CC(C)(C)C1(O)CC(C(F)(F)F)=NN1C(=O)Cc1ccc([N+](=O)[O-])cc1 (stereo not given)	?	.
COCCCN1C(=O)C(=O)/C(=C(/O)c2ccc(OCC(C)C)cc2C)C1c1cccnc1 (stereo not given)	?	.
COc1ccccc1Nc1ncnc2nc[nH]c12	?	.
COC(=O)C1CCN(Cc2cn(-c3ccccc3)nc2-c2ccc3c(c2)OCO3)CC1	-2%	1
Cc1ccc2[nH]c3c(c2c1)CCCC3C(N)=O (stereo not given)	14%	-1
COC(=O)c1ccc(COc2ccc(C(C)(C)C)cc2)o1	?	.
CCOc1ccccc1NC(=O)c1cc(-c2ccccn2)nc2ccccc12	i	12
Cc1coc2cc3oc(=O)cc(C)c3cc12	29%	21
Cc1c(C(=O)O)[nH]c2c1C(=O)CC(c1ccc(Cl)cc1)C2 (stereo not given)	?	.
CCn1c(O)c(N=NC(=O)Cc2csc(N3CCOCC3)n2)c2ccccc21	?	.
Cc1ccccc1OCCC(=O)Nc1ccc(F)c(Cl)c1	-3%	-21
COc1ccc(C2(C)NC(=O)N(CC(=O)c3ccc4c(c3)OCO4)C2=O)cc1 (stereo not given)	?	.
Cc1ccc(NC(=O)CC(=O)Nc2ccc(C)cc2C)c(C)c1	?	.
O=c1c2c([N+](=O)[O-])cc([N+](=O)[O-])cc2sn1Cc1ccccc1	?	.
NS(=O)(=O)c1ccc(CNC(=O)c2ccc(Cl)c(S(=O)(=O)NCc3ccccc3)c2)cc1	22%	4
Cc1cc(C)n2c(SCC(=O)NC3CCCCC3C)nnc2n1 (stereo not given)	?	.
COc1cc(NC(=O)C2CCN(S(=O)(=O)c3cccc4nonc34)CC2)cc(OC)c1	?	.
Cc1cc(C(=O)COC(=O)c2ccc(O)cc2)c(C)n1CC(F)(F)F	?	.
COCCn1c(Sc2nc(C)cs2)nc2c1c(=O)[nH]c(=O)n2C	?	.
Cc1[nH]c2ccccc2c1Cc1n[nH]c(=S)n1C	4%	0
CCCCCN1CSC(=S)N(Cc2ccccc2)C1	?	.
COc1ccc(CC(=O)Nc2ccc(S(=O)(=O)N3CCC(C)CC3)cc2)c(OC)c1	?	.
CN(Cc1cccs1)C(=O)CN1CCN(S(=O)(=O)c2ccc3c(c2)OCCCO3)CC1	?	.
O=[N+]([O-])c1cccc(/C=N/N=C\c2ccccc2)c1	31%	-5
O=C(CCCOc1ccc(Br)cc1)NNC(=O)c1ccncc1	?	.
Cc1cc(C(=O)COc2ccccc2[N+](=O)[O-])c(C)n1-c1cccc(S(=O)(=O)N2CCOCC2)c1	-19%	0
CC(CC(=O)NCc1ccc(F)cc1)c1ccccc1 (stereo not given)	-22%	.
NC(=O)c1cnn2c(-c3cccc(C(F)(F)F)c3)ccnc12	-3%	17
COc1cccc(NC(=O)CN(C)C(=O)c2cc(-c3ccco3)nc3ccccc23)c1	?	.
CCOC(=O)c1c(C)n(C)c2cc(Br)c(OC)cc12	27%	-5
CCN1C(=O)/C(=C2\SC(=S)N(NC(=O)c3cccnc3)C2=O)c2ccccc21	?	.
COc1ccc(C(=O)N[C@H](C(=O)NCc2ccc(C)cc2)C(C)C)cc1	?	.
COc1ccc(-n2c(C)nc3sc4c(c3c2=O)CCC4)cc1	9%	.
Cc1ccc(NC(=O)NCCCN2CCCC2=O)c(C)c1	?	.
CCOC(=O)C1=C(c2ccccc2)NC(SC)=C(C#N)C1c1cccnc1 (stereo not given)	?	.
O=C(NNC1CC(=O)N(c2ccccc2)C1=O)c1ccccc1Cl (stereo not given)	-6%	13
(listing goes on)
SMILES	Lipid storage S3	Lipid storage S3 cell count max
Cc1cccc(NC(=S)/N=C(\N)Nc2nc(C)c3ccccc3n2)c1	?	.
COc1ccc(S(=O)(=O)N2CCN(Cc3cccnc3)CC2)cc1	?	.
COc1ccccc1NC(=S)N/N=C1\CC(C)(C)Oc2ccc(O)cc21	11%	-9
CC(C)c1cc(-c2n[nH]c(=S)n2Cc2ccccc2)cs1	-15%	-26
O=C(N/N=C/c1sc(N2CCOCC2)nc1-c1ccccc1)c1ccccc1F	?	.
